TDP1 cell CPT – growth inhibition of DT40 Tdp1-/-;hTDP1 cells with camptothecin (screen for TDP1 inhibitors). Potency, µM (doses to about 46.2 µM), without a hit: at the highest dose activity change, negative = growth inhibition, most hits filed as inhibitors. chicken DT40 Tdp1-/-;hTDP1 cells + 20 nM CPT, ATP luminescence, 48 h. 420,000 compounds, 12% hits. AID 686979; note: nearly all actives have a fitted effect of over 55% in size
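Chicken DT40 Tdp1-/- cells complemented with human TDP1, 400 cells/well, exposed to compounds plus 20 nM camptothecin for at least 48 h at 37 C; viability read as ATP content by CellTiter-Glo luminescence.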
KAT2A inh – blocks human GCN5L2 histone acetyltransferase | Q92830 | GCN5L2 HAT assay, ThioGlo1 CoA-SH fluorescence | Potency, µM (highest dose often 58.9 µM), without a hit: at the highest dose activity change, negative = inhibition, usual class: inhibitors | 390,000 compounds, 0.21% hits
Target sequence (Q92830 whole entry, looked up): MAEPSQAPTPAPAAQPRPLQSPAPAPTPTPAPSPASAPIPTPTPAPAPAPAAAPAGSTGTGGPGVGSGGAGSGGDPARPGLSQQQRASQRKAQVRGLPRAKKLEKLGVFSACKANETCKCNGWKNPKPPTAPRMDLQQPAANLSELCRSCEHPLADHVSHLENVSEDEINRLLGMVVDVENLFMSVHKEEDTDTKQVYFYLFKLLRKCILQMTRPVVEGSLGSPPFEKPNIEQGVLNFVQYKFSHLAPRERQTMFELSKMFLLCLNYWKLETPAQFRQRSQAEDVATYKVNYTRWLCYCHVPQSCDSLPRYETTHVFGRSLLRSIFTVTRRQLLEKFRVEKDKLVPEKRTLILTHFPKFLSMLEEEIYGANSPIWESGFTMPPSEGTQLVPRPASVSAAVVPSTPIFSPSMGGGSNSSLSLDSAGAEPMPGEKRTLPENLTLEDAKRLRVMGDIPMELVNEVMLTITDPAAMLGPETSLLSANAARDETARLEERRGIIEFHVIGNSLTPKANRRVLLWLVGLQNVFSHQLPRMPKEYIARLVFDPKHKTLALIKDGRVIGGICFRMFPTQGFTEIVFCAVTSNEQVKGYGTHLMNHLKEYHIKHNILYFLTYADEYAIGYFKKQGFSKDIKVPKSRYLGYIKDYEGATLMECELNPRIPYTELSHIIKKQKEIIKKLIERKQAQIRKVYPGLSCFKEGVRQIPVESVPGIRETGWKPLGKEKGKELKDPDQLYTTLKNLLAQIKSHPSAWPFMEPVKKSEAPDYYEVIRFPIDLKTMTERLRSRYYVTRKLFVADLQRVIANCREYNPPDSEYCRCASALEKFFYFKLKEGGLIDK
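qHTS, 1536-well. 20nM enzyme, pH 7.5 HEPES/EDTA/Tween-20 buffer; 15 min compound preinc., RT. Start: 75uM H3(1-25), 70uM AcCoA, 50uM ThioGlo1. Read Ex340/Em540 at t=0 (autofluorescence flag) and t=20 min.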
TDP1 cell noCPT – qHTS for Inhibitors of human tyrosyl-DNA phosphodiesterase 1 (TDP1): qHTS in cells in absence of CPT; AID 686978, 2013; 420,000 compounds, 15% hits; Potency, µM (highest dose often 46.2 µM), for inactives: at the highest dose activity change, negative = growth inhibition, hits mostly inhibitors; DT40 Tdp1-/- hTDP1 cells, no CPT, ATP luminescence, 48 h; note: nearly all actives have a fitted effect of over 55% in size
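Growth of hTDP1-complemented DT40 Tdp1-knockout cells is measured by ATP luminescence after at least 48 hr compound exposure at 37 °C, with DMSO substituting for the 20 nM CPT used in the parallel screen.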
Starred values were filed as active, the others as inactive; ? = inconclusive; · = no result given; & = joins results of further samples; [ ] = dose if it differs, or a comment. Calls come from the whole dose curve; as a rule, active = well fitted curve in the direction sought with a large enough effect; inconclusive = small, poorly fitted or top-dose-only effect, or another doubt; inactive = no such curve, though single readings can be large; an effect the other way counts as inactive or inconclusive. % is set by controls: 0 for no effect and ±100 for the full control effect; potency is the fitted concentration of half-maximal effect. The list is partial; the hit share may differ from the screen's.

Value order – TDP1 cell CPT	KAT2A inh	TDP1 cell noCPT
- O=[N+]([O-])c1ccc(O)c(/C=N/n2cnc3ccccc32)c1
  ?	33.8%[activator]	?
- COc1cccc(CNC[C@H]2O[C@@H](n3ccc(N)nc3=O)[C@H](O)[C@@H]2O)c1OCc1ccc(F)cc1Cl
  -7.1%	·	-12.1%
- C=CCOc1ccc(C(=O)O)cc1Cl
  -17.6%	1.2%	-11.4%
- Cc1cc(NC(=O)CSc2ncnc3c2cnn3-c2ccccc2)no1
  1.1%	-2.7%	7.0%
- Cc1ccc(-c2cc(C(=O)O)c3ccccc3n2)s1
  -27.9%	?	19.4%
- COc1cccc(-c2cc(C(=O)N3C(C)CCCC3C)no2)c1 (centres undefined)
  -26.8%	?	-29.2%
- O=C(OCc1cc(Cl)cc2c1OCOC2)c1cccnc1Cl
  -2.8%	-4.1%	-1.3%
- Cc1cccc(C#N)c1NC1=CC(=O)CC(C)(C)C1
  -17.2%	-3.6%	-22.6%
- Cc1c(Cl)cnc(NC(=O)COC(=O)C2CC2)c1Cl
  -8.0%	-6.0%	27.3%
- O=c1[nH]nc(SCc2nc3ccccc3s2)n1C1CC1
  0.6%	-2.8%	-15.8%
- CC(C)CCn1c(CN2CCOCC2)nc2c1c(=O)n(C)c(=O)n2C
  6.6%	-1.8%	-4.3%
- O=C(NNC(=O)c1sccc1-n1cccc1)c1ccc(Cl)cc1
  -7.1%	-9.4%	-4.0%
- COc1ccc(CNC(=O)c2cc(S(=O)(=O)N3CCCCC3)ccc2N2CCOCC2)cc1OC
  ?	·	9.2µM*
- CCOC(=O)c1sc(C)c2c1NC1(CCCCCC1)NC2=O
  -31.9%	0.4%	?
- COc1ccc(NC(=O)CCCN2C(=O)C3CC=CCC3C2=O)cc1 (centres undefined)
  -8.1%	-22.7%	-7.1%
- Cc1ccc(NC(=O)CCC(=O)NNC(=O)c2ccccc2)c(C)c1
  -1.8%	-1.4%	3.0%
- O=C(OCC(=O)N1CCCc2ccccc21)c1ccc(Cl)nc1
  -6.8%	-1.9%	0.3%
- CCOC(=O)CCSc1nc(-c2ccccc2)cc(C(F)(F)F)n1
  -14.4%	-9.0%	-22.2%
- CCC(=O)NCCNC(=O)c1c(SC)nsc1SC
  -5.9%	2.5%	-20.7%
- CCCN(CC1CC1)C(=S)NC(=O)c1cc(Br)ccc1Cl
  ?	3.0%	16.4µM*
- O=C(/C=C/c1ccccc1)NCCSCc1ccc(Cl)cc1
  3.5%	-2.2%	2.7%
- COc1ccc(Cl)cc1C(=O)NCCS(=O)(=O)N1CCN(c2ccccc2F)CC1
  ?	-17.2%	?
- O=C(/C=C/c1ccccc1)NC(NC(=S)Nc1ccc(Cl)cc1Cl)C(Cl)(Cl)Cl (centres undefined)
  20.6µM*	-5.0%	18.4µM*
- O=C(Nc1ccc(C(=O)O)cc1)/C(=C/c1ccc([N+](=O)[O-])cc1)NC(=O)c1ccccc1
  10.7%	-13.2%	-11.3%
- c1ccc(-c2noc(CSc3nnnn3-c3ccccc3)n2)cc1
  -13.9%	-5.8%	?
- O=C(NC1(C(F)(F)F)N=C(c2ccccc2)N(Cc2ccccc2)C1=O)c1ccc(F)cc1 (centres undefined)
  20.6µM*	-7.5%	?
- O=c1oc(-c2ccccc2)nc2sc3c(c12)CCC3
  -9.1%	?	-3.8%
- Cc1ccc(-c2nnn(CC(=O)O)n2)cc1
  0.3%	-3.2%	-6.3%
- CCn1nnc2cc(C(=O)Nc3cccc(Cl)c3C)ccc21
  ?	1.0%	16.4µM*
- Cn1c(=O)c2sccc2n2c(CCCC(=O)Nc3ccc(F)c(F)c3)nnc12
  -3.0%	1.3%	?
- CC(Nc1cccc([N+](=O)[O-])c1)C(=O)Nc1ccc(S(=O)(=O)N2CCCC2)cc1 (centres undefined)
  14.6µM*	-8.1%	14.6µM*
- CCOC(=O)c1c(-c2cccs2)csc1NC(=O)c1ccco1
  5.5%	-2.4%	-10.7%
- CCc1ccccc1NC(=O)C1CCN(c2cnccn2)CC1
  9.8%&-0.1%	-5.2%&-8.7%	-5.1%&6.1%
- O=C(O)c1cc2ccccc2[nH]1
  5.1%&0.4%	9.4%	-9.8%&3.5%
- O=C(Nc1ccc(S(=O)(=O)Nc2nccs2)cc1)c1ccc(=O)[nH]c1
  11.1%	-4.9%	8.6%
- CCOC(=O)c1ccc(NC(=S)Nc2cccc(N)n2)cc1
  ?	-2.1%	?
- COc1ccc(N2CCN(CCCNC(=S)Nc3c(C)cccc3C)CC2)cc1
  -29.8%	-2.4%	?
- COc1ccc(OCC(=O)NCc2ccc(Cl)cc2)cc1
  -4.6%	-6.0%	0.4%
- CCc1nnc(NC(=O)CSc2nnc(C3CCCCC3)n2-c2cccc(Cl)c2)s1
  -29.0%	2.5%	?
- COc1ccc(C2=Nc3ccccc3N(C(=O)Cc3cc(OC)cc(OC)c3)C2C(=O)NC(C)C)cc1 (centres undefined)
  ?	·	-21.1%
- Cc1ccc(N2CC(C(=O)Nc3nnc(SCCC4OCCO4)s3)CC2=O)cc1 (centres undefined)
  -9.7%	-5.7%	-20.0%
- O=C(O)c1ccc(SCc2ccccc2)nc1
  5.5%	·	-6.0%
- CN(CC(=O)Nc1ccc(S(=O)(=O)N2CCCC2)cc1)Cc1c(F)cccc1Cl
  14.6µM*	1.3%	16.4µM*
- Cc1cccc(N2CCC(NCc3c(C(=O)N4CCCCC4)nc4c(C)cccn34)CC2)c1
  ?	-1.9%	?
- COc1ccc(C(=O)Nc2ccc3ccccc3n2)cc1OC
  ?	-7.8%	?
- Cc1ccccc1N1CCN(C(=O)NCc2cccc(Cl)c2)CC1
  -10.5%	-0.5%	?
- Cc1ccc2c(c1)[C@H]1[C@H](CO2)[C@H](c2ccccc2)[C@]2(C)C(=O)N(Cc3ccc(Cl)cc3)CC(=O)N12
  ?	-0.6%	14.6µM*
- CCC(Oc1cc(Cl)ccc1Cl)C(=O)N1CCCN(C)CC1 (centres undefined)
  -4.6%	-0.6%	-25.8%
- COc1ccccc1-c1cc(C(=O)N2CCCc3ccccc32)no1
  -24.8%	-17.4%	?
- Cc1cc(C)n2c(SCC(=O)N(CCC#N)c3ccc4c(c3)OCCO4)nnc2n1
  1.4%	·	-10.5%
- O=C(Nc1ccncc1)C1CCN(S(=O)(=O)c2ccccc2)CC1
  ?	-4.1%	?
- CC(C)c1ccc(N2CC(C)(C)C2=O)cc1
  19.5%	-2.4%	-14.3%
- O=C(NCc1ccc(F)cc1)C1CCCN1S(=O)(=O)c1ccccc1C(F)(F)F (centres undefined)
  13µM*	-4.5%	?
- Nc1nc2c(ncn2[C@@H]2O[C@H](CNC(=O)[C@H](N)Cc3cncn3COCc3ccccc3)[C@@H](O)[C@H]2O)c(=O)[nH]1
  5.3%	·	9.9%
- COc1ccc(OCc2nnc(SCC(=O)N3c4ccccc4Sc4ccc(Cl)cc43)o2)cc1
  ?	-3.1%	?
- CCC1CCCCN1CC(=O)c1c(C)[nH]c2ccccc12 (centres undefined)
  -27.1%	-0.5%	-20.1%
- CCOC(=O)C1(Cc2ccccc2)CCN(CC2CC=CCC2)CC1 (centres undefined)
  -13.6%	0.0%	?
- Cc1nc(C(=O)Nc2ccc(Cl)cc2Cl)nn1-c1cc(OC(C)C)c(Cl)cc1Cl
  ?	-5.7%	?
- O=C1c2cc(Cl)ccc2OC2(CCNCC2)C12CC(c1ccccc1)=NO2 (centres undefined)
  20.6µM*	-6.4%	16.4µM*
- Cc1ccc(Cn2c(=S)[nH]c3ccc(N4CCOCC4)cc3c2=O)o1
  ?	?	16.4µM*

Additional results
| mol | TDP1 cell CPT | KAT2A inh | TDP1 cell noCPT |
| --- | --- | --- | --- |
| NC(=O)C1(N2CCCCC2)CCN(c2nc(-c3ccccc3)cs2)CC1 | 20.6µM* | -4.4% | 16.4µM* |
| CCOc1ccc(NC(=O)CN(C)C(=O)c2ccccc2OCc2cccc(C)c2)cc1OCC | ? | -15.1% | ? |
| CCOC(=O)C1=C(CC)OC(N)=C(C#N)C1c1cc(OC)ccc1OC (centres undefined) | ? | -0.2% | -28.4% |
| COc1cccc(/C=N/NC(=O)c2ccc(OCc3cccc(Br)c3)cc2)c1 | ? | ? | ? |
| CCC(=O)Nc1ccc(N2CCC(C)CC2)cc1 | -16.2% | 6.1% | -13.5% |
| CC(=O)/C(=N\Nc1ccc(Cl)cc1)Sc1nnc(-c2ccccc2)n1-c1ccccc1 | ? | 53.3%[activator] | ? |
| NS(=O)(=O)c1ccc(N/N=C/c2ccccn2)c([N+](=O)[O-])c1 | -27.7% | -2.3% | ? |
| O=C(CSc1nnnn1Cc1ccccc1)Nc1ccc2c(c1)OCCO2 | -19.3% | -1.8% | -17.6% |
| O=C(CCCC(=O)N(CC(=O)NC1CCCCC1)Cc1ccco1)Nc1ccccn1 | -2.4% | -5.7% | -6.4% |
| C=C1CCC2C(C)(CO)C(O)CCC2(C)C1C/C=C1\C(=O)OCC1O (centres undefined) | 3.98µM* | · | 5.01µM* |
| N#Cc1ccc(S(=O)(=O)N2CCCCC2c2cc(C(=O)N3CCOCC3)no2)cc1 (centres undefined) | -5.2% | · | -18.4% |
| C/C(N)=C(/C#N)C(=O)COC(=O)c1ccc(NC(N)=O)cc1 | -7.3% | -2.7% | 31.6%[activator] |
| Cc1cccc(NC(=O)c2ccc(OCC3CCCO3)cc2)c1C (centres undefined) | -1.4% | -8.8% | 0.7% |
| CN(Cc1ccccc1NS(=O)(=O)c1ccc(Cl)cc1)C1CCCCC1 | ? | -3.4% | -28.9% |
| O=C(O)c1ccccc1C1c2ccccc2Oc2ccccc21 | 30.9%[activator] | · | -3.1% |
| CN(CC1COCCO1)C(=O)c1cnn(-c2nccc(-c3ccccc3C(F)(F)F)n2)c1C1CC1 (centres undefined) | ? | · | ? |
| O=S(=O)(Nc1ccc(OC(F)F)cc1)c1ccc(-c2ccon2)s1 | 0.8% | 0.2% | ? |
| COc1ccc(S(=O)(=O)NC2CC(=O)N(c3ccc(C)c(C)c3)C2)cc1 (centres undefined) | ? | -0.2% | 16.4µM* |
| COC(=O)c1ccc(Cn2nnc3c(=O)[nH]c(C4CCCN(S(=O)(=O)c5ccccc5)C4)nc32)cc1 (centres undefined) | ? | -4.7%&-2.3% | ? |
| CCOC(=O)c1ccc(NC2SC(=O)N(Cc3cccc(C(=O)O)c3)C2=O)cc1 (centres undefined) | -6.6% | -6.4% | 0.7% |
| O=c1cnnc(N/N=C/c2ccc3c(c2)OCO3)[nH]1 | -14.5% | -11.2% | 24.6% |
| COc1ccc(NC(=O)COc2ccc(/C=N/n3c(C)nnc3C)cc2OC)cc1 | ? | -11.9% | ? |
| COC(=O)[C@H]1C[C@@]2(O)CN(S(=O)(=O)c3ccc(C)cc3)C[C@@]2(OC(=O)NCc2ccc(OC)c(OC)c2)C[C@H]1C(=O)OC | -12.3% | · | ? |
| CSc1ccccc1C(=O)Nc1ccc(S(=O)(=O)NC2=NCCCCC2)cc1 | -8.3% | -1.3% | -27.0% |
| COc1ccc(CCNC(=O)CCOc2cc(C)ccc2C)cc1OC | -17.9% | -0.6% | -18.3% |
| CCCOc1ccc(C2NC(=O)NC2=O)cc1 (centres undefined) | -16.1% | 32.1%[activator] | 1.0% |
| CC(C)(C)N(Cc1ccc2c(c1)OCO2)C(=O)/C=C\S(=O)c1ccccc1 (centres undefined) | 5.17µM* | · | 3.66µM* |
| CCN(CC)C(=O)C(Sc1nnnn1-c1ccc(O)cc1)c1ccccc1 (centres undefined) | -28.9% | -6.8% | ? |
| CCn1c(SCC(=O)Nc2ccc(NC(=O)c3cccs3)cc2)nnc1-c1cccnc1 | -2.1% | -2.2% | 0.9% |

For reference, some entries already given.
| mol | TDP1 cell CPT | KAT2A inh | TDP1 cell noCPT |
| --- | --- | --- | --- |
| CN(CC1COCCO1)C(=O)c1cnn(-c2nccc(-c3ccccc3C(F)(F)F)n2)c1C1CC1 (centres undefined) | ? | · | ? |
| O=S(=O)(Nc1ccc(OC(F)F)cc1)c1ccc(-c2ccon2)s1 | 0.8% | 0.2% | ? |
| COc1ccc(S(=O)(=O)NC2CC(=O)N(c3ccc(C)c(C)c3)C2)cc1 (centres undefined) | ? | -0.2% | 16.4µM* |
| COC(=O)c1ccc(Cn2nnc3c(=O)[nH]c(C4CCCN(S(=O)(=O)c5ccccc5)C4)nc32)cc1 (centres undefined) | ? | -4.7%&-2.3% | ? |
| CCOC(=O)c1ccc(NC2SC(=O)N(Cc3cccc(C(=O)O)c3)C2=O)cc1 (centres undefined) | -6.6% | -6.4% | 0.7% |
| O=c1cnnc(N/N=C/c2ccc3c(c2)OCO3)[nH]1 | -14.5% | -11.2% | 24.6% |

Compound activity (PubChem)
